Source: PubChem BioAssay
DDE Tn6 FP inh: inhibitors of Tn6 peptide binding to fibrin DD(E), primary screen, biochemical, fluorescence polarization, human fibrin, Tn6 probe; 0.21% of 370,000 active; inhibition, % at 8.3 µM; AID 720509, 2013; Fibrinogen beta chain (Homo sapiens), P02675; Fibrin DD(E) TRITC-Tn6 fluorescence polarization displacement;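 active means inhibition above a per-campaign cutoff: mean of compounds within control limits plus 3 SD, cut at about 15% in these data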;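 further: 0% = median of all compound wells on the plate and 100% = blocking peptide control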
PLC-beta3 inh: human PLC-beta3 inhibitors, primary screen, biochemical, fluorescence | 1-phosphatidylinositol 4,5-bisphosphate phosphodiesterase beta-3 (Homo sapiens), Q01970 | 0.18% of 370,000 active | inhibition, % at 12.2 µM | Purified PLC-beta3, fluorogenic substrate | AID 720704, 2013; in the data active means inhibition above about 11%;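 further: 0% = median of compound wells on plate and 100% = full blocker control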
DDE Tn7 FP inh: inhibitors of Tn7 peptide binding to fibrin DD(E), primary screen, biochemical, fluorescence polarization, human fibrin, Tn7 probe; Fibrinogen beta chain (Homo sapiens), P02675; FP displacement of FITC-Tn7 peptide from fibrin DD(E); 0% = median of compound wells per plate; inhibition, % at 8.3 µM; 0.13% of 370,000 active;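 active means inhibition above the mean of compounds falling within the control limits plus 3 SD of them, cut at about 14% in these data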;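 further: 0% = plate median of compound wells and 100% = 10 µM Aha-Tn7 peptide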
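Assay system: Fibrin-DD(E) protein isolated from polymerized human fibrin clots; read-out basis: percent inhibition; medium: Tris/NaCl/CaCl2 buffer, pH 7.8; signal: FP measurement; incubation: 10 min plus 3 h, room temperature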
TDP2 inh: human TDP2 enzyme inhibitors, primary screen, biochemical, epi absorbance, recombinant enzyme | Tyrosyl-DNA phosphodiesterase 2 (Homo sapiens), O95551 | T5PNP hydrolysis, p-nitrophenol absorbance 415 nm | inhibition, % at 12.8 µM | 0.34% of 370,000 active;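 active means inhibition above the mean of all tested compounds plus 3 SD, set per campaign, cut at about 25% in these data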;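 further: 0% = DMSO with enzyme and 100% = buffer with substrate but no TDP2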
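Incubation: 2 h at 37 °C; Test system: recombinant human TDP2; Quantity: enzyme 120 nM; Read-out basis: percent inhibition; Medium: 50 mM Tris-HCl pH 7.5 with Mg2+, KCl, DTT, BSA; Repeats: single replicate; Compound: 12.8 µM single point, 1% DMSO; Signal: epi absorbance; Reagent: 5 mM T5PNP chromogenic substrate; Benchmarks: no-enzyme high, DMSO-plus-enzyme low.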
ARFGAP1 inhibitor: inhibitors of rat ARFGAP1 GAP activity, primary screen, biochemical, fluorescence polarization, GDP tracer; inhibition, % at 16.5 µM; Arfgap1-stimulated ARF1 GTP hydrolysis, GDP FP detection; 0.26% of 360,000 active;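 active means inhibition above a per-plate limit, mean inhibition of low control wells plus 3 SD, cut at about 25% in these data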;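 further: 0% = DMSO wells with enzyme and 100% = wells lacking Arfgap1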
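Material: rat Arfgap1 GAP domain (His6, aa 1-136), purified enzyme. Also added: human ARF1(Δ1-17)-GTP substrate. Compound dosing: 16.5 µM single point, 1.26% DMSO. Timing: enzyme reaction 120 min at 25 °C after 20 min preincubation. Signal: GDP detection by fluorescence polarization. Read-out basis: percent inhibition of GAP-stimulated GDP formation, scaled between DMSO and no-Arfgap1 medians.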
SIAE primary: human SIAE inhibitors, primary screen, biochemical, fluorescence polarization, FP-Rh probe, 1536-well HTS; inhibition, % at 9.66 µM; Sialate O-acetylesterase (Homo sapiens), Q9HAT2; SIAE FP-Rh probe binding; 0.69% of 370,000 active;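 active means inhibition above a cutoff: mean of compounds within the control limits plus 3 SD of those, cut at about 17% in these data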;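 further: 0% = plate median of compound wells and 100% = probe without SIAE protein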
ASAP1 GAP inh: inhibitors of human ASAP1 ArfGAP activity, primary screen, biochemical, fluorescence polarization. inhibition, % at 16.5 µM. 0.19% of 360,000 active. ASAP1-stimulated ARF1 GTP hydrolysis, GDP FP detection; in the data active means inhibition above about 25%;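 further: 0% = vehicle with enzyme and substrate and 100% = no enzyme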
PLCg1 inh: PLC-gamma1 enzyme inhibitors, primary screen, biochemical, fluorescence, purified enzyme; 1-phosphatidylinositol 4,5-bisphosphate phosphodiesterase gamma-1 (Homo sapiens), P19174; fluorogenic substrate; inhibition, % at 12.2 µM; 0.84% of 370,000 active; in the data active means inhibition above about 9.5%
Target sequence (P19174 whole entry, looked up): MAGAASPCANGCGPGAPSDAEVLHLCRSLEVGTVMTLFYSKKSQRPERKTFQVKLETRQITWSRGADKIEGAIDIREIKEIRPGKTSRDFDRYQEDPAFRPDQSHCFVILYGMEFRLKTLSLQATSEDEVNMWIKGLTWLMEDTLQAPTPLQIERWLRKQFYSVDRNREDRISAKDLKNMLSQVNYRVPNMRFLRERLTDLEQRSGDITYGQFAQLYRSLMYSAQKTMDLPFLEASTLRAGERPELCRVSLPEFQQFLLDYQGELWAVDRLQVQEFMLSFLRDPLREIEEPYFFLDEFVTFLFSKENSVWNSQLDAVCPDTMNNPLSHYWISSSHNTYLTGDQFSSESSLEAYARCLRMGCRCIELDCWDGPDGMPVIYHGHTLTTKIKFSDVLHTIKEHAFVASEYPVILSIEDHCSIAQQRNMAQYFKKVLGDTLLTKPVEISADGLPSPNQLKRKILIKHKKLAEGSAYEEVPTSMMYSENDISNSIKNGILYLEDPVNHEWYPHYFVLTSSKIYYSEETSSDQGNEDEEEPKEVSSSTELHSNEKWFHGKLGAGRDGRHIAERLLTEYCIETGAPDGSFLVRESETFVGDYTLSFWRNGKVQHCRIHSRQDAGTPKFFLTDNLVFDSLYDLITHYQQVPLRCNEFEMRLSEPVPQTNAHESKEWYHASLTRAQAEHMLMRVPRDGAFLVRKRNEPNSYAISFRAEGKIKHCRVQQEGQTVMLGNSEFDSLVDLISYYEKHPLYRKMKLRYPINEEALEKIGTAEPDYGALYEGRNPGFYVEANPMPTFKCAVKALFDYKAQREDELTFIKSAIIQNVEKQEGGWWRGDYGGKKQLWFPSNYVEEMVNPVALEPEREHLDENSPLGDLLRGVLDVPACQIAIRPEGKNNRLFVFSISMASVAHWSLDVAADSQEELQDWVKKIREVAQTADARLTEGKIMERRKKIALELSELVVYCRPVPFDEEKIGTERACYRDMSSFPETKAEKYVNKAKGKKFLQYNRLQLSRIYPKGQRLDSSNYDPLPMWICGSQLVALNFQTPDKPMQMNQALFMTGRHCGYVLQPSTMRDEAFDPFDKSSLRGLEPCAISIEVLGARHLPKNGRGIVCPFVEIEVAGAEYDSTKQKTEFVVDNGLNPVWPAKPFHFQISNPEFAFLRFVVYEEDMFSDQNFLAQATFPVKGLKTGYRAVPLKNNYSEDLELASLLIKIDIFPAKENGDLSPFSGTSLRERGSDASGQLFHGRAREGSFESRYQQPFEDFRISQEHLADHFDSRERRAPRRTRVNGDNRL
ADAM10 inh: human ADAM10 inhibitors, primary screen, biochemical, QFRET, HTS | Disintegrin and metalloproteinase domain-containing protein 10 (Homo sapiens), O14672 | recombinant ADAM10, EDANS/DABCYL FRET peptide cleavage, 3 h | inhibition, % at 7 µM | 0.62% of 370,000 active | AID 720582, 2013;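 active means inhibition above a per-campaign cutoff equal to the mean of compounds falling between control-based bounds plus 3 SD, cut at about 20% in these data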;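 further: 0% = DMSO wells while the 100% control is not disclosed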
ADAM17 inh: ADAM17 inhibitors, primary screen, biochemical, QFRET; Disintegrin and metalloproteinase domain-containing protein 17 (Homo sapiens), P78536; inhibition, % at 6.95 µM; 0.83% of 370,000 active; recombinant ADAM17, EDANS/DABCYL FRET peptide cleavage;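 active means inhibition above the mean of compounds lying between control limits plus 3 SD, set per campaign, cut at about 8.5% in these data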;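 further: 0% = DMSO-only wells as the low control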
Starred values were filed as active, the others as inactive; i = inactive.

SMILES	DDE Tn6 FP inh	PLC-beta3 inh	DDE Tn7 FP inh	TDP2 inh	ARFGAP1 inhibitor	SIAE primary	ASAP1 GAP inh	PLCg1 inh	ADAM10 inh	ADAM17 inh
COc1ccc(SCCN2CCN(C)CCC2=O)cc1	7.2	0.1	4.0	7.8	5.8	9.4	4.2	-0.9	5.4	-8.2
O=C(COC(=O)C1CC1)Nc1ccc([N+](=O)[O-])cc1C(F)(F)F	4.1	-21.6	2.3	-2.0	12.0	7.2	-0.2	3.5	-5.0	-4.8
COCCN(C(=O)COC(=O)c1c(C)nn(-c2ccccc2)c1C)c1c(N)n(Cc2ccccc2)c(=O)[nH]c1=O	-4.3	7.6	3.0	-2.9	-7.0	-0.2	-1.4	5.2	11.7	3.0
O=C(CCN1C(=O)c2ccccc2C1=O)NC1=NCCS1	0.1	1.1	-0.6	1.6	2.1	-0.7	3.2	3.0	-5.0	-2.6
COc1ccc(C(=O)NC2CCN(S(=O)(=O)Cc3ccccc3)CC2)c(OC)c1	-7.1	-1.1	4.3	10.3	-9.0	-2.2	-13.4	-1.0	-1.0	-11.1
Cc1ccc(NC(=O)COC(=O)c2cccnc2Cl)cc1S(=O)(=O)N1CCCCC1	-5.3	-5.8	0.7	-11.8	2.5	-18.1	8.9	-0.1	-10.8	-6.6
COC(=O)C1(C)NC(c2ccc(Cl)cc2)C2C(=O)N(c3ccccc3)C(=O)C21 (stereo not drawn)	-5.4	-2.3	2.8	-1.8	-3.8	-2.2	-12.8	3.7	6.0	-1.1
Nc1nc2c([N+](=O)[O-])cccc2s1	5.7	1.8	-3.1	3.9	-3.8	8.9	-7.8	3.6	-2.6	0.2
Cc1c(C(=O)Nc2ccc3nc(N4CCOCC4)sc3c2)oc2ccccc12	-12.7	-250.0	-1.3	-4.3	-8.0	16.6	8.3	-186.9	-27.2	0.7
Cc1ccc(Cc2c(-c3ccc(C#N)cc3)nc3c(C)cc(Br)cn23)cc1	-1.6	-15.5	-3.1	-3.6	-5.7	4.5	-8.1	-8.8	-21.1	-5.0
COC(=O)CC1=C(C(=O)OC)C(c2ccc3c(c2Cl)OCO3)C(C#N)=C(N)O1 (stereo not drawn)	-7.4	-12.3	-3.6	5.6	7.9	7.1	0.2	-9.2	-11.8	-7.6
O=C(/C=C/c1cccc([N+](=O)[O-])c1)NCCSc1ccccc1	5.2	-0.3	3.5	3.7	-5.2	0.6	2.7	3.9	15.3	5.6
O=C(Cn1cc2c(n1)CCCCC2)N1CCc2ccccc2C1	-0.2	-1.1	-1.3	9.8	-10.8	3.8	0.5	-1.3	-9.4	-3.1
O=C(COC(=O)c1cc(F)c(F)cc1Cl)NC1CC1	0.7	-2.7	-8.2	-2.5	-0.7	0.8	4.3	0.3	-1.9	-2.1
COC(=O)[C@@]12C[C@@H](CC(=O)N3CCC(c4ccccc4)CC3)C(=O)N(Cc3ccco3)C1=CCC(C)(C)C2	-0.1	-0.6	-5.4	-0.4	-3.2	0.2	5.4	-0.5	-2.2	0.8
O=C(NCc1ccccn1)C1CCC(=O)N1C1CCCC1 (stereo not drawn)	2.8	1.7	3.0	6.2	4.5	1.3	2.4	-1.7	-13.4	-2.7
COc1ccccc1CCc1nnc(CCC(=O)NCCOc2cccnc2)o1	0.9	1.9	-1.2	9.3	-5.1	3.9	14.9	-0.5	3.8	0.3
CCOC(=O)Cc1csc(NC(=O)CSc2nnc(-c3cccnc3)n2Cc2ccco2)n1	1.7	0.0	0.2	13.0	-9.5	5.5	-9.2	-0.4	4.6	1.0
CCCCN(Cc1ccco1)S(=O)(=O)c1ccc(-c2ccc(=O)[nH]n2)s1	8.0	-5.8	-8.4	6.4	17.5	-6.8	-10.1	2.8	5.9	1.5
Cc1cccc(NC(=O)c2nc[nH]c2C(=O)NCC(=O)OCc2ccccc2)c1	-1.1	10.0	1.9	-12.1	16.9	-0.8	9.1	6.8	-2.7	-2.1
COc1ccccc1OCCC(=O)OCC(=O)Nc1ccc2c(c1)OCO2	8.9	-6.8	3.0	10.1	10.4	12.3	8.8	-3.2	-8.8	-5.8
Cc1ccc(S(=O)(=O)N(C)/C(=N/S(=O)(=O)c2ccccc2)c2ccccc2)cc1	-2.5	2.5	1.5	1.8	-2.2	2.8	-7.2	4.1	-3.9	0.3
Cn1nnnc1SCc1nc2scc(-c3ccccc3)c2c(=O)[nH]1	-5.2	-6.2	-2.9	-8.1	-5.3	-3.0	0.6	-2.5	2.8	-0.8
COc1ccc(NC(=O)CN(C)C(=O)CCc2nc3cc(S(=O)(=O)N4CCOCC4)ccc3n2C)cc1	6.8	-4.2	-0.9	6.6	5.0	2.7	1.7	0.2	-7.5	-3.6
COC(=O)COc1ccc2cc(-c3ccccc3)c(=O)oc2c1	-12.7	i	6.8	-20.6	14.0	0.8	2.3	i	i	i
Going on with the list.
SMILES	DDE Tn6 FP inh	PLC-beta3 inh	DDE Tn7 FP inh	TDP2 inh	ARFGAP1 inhibitor	SIAE primary	ASAP1 GAP inh	PLCg1 inh	ADAM10 inh	ADAM17 inh
Fc1ccc2cnc(CCO[C@H]3CCCCO3)cc2c1	-4.1	-0.6	4.7	-3.8	-2.6	4.9	8.0	5.1	-4.2	-3.2
COCCn1nnnc1C(c1cc2cc(C)cc(C)c2[nH]c1=O)N1CCN(c2ccccc2F)CC1 (stereo not drawn)	-6.9	-47.0	0.8	5.2	8.4	-5.2	8.4	-25.6	-79.6	-29.8
COc1cccc(CN2CCNC(=O)C2CC(=O)N(C)C2CCCCC2)c1 (stereo not drawn)	-0.6	-20.6	7.4	9.6	11.0	6.0	0.2	-10.8	-12.8	-8.0
Cc1ccc(SC(C)C(=O)Nc2ccccc2C(=O)N2CCOCC2)cc1 (stereo not drawn)	0.4	1.7	4.9	-1.4	0.2	-3.8	4.4	1.7	-10.4	-4.8
CO/N=C1\CCCc2c(C(=O)NN)sc(SC)c21	-0.7	-6.6	-11.5	-17.9	8.2	-1.9	-1.0	6.1	3.4	3.5
O=C1c2ccccc2C(Nc2ccc(F)cc2F)N1CCN1CCOCC1 (stereo not drawn)	2.5	-0.2	9.0	-1.7	-0.3	4.4	-7.7	0.9	-9.0	-0.3
Cc1cnc(NC(=O)Cc2ccc(S(=O)(=O)N3CCOCC3)s2)s1	5.8	-60.4	2.9	-6.8	-5.3	3.5	6.9	-47.4	-48.9	-16.8
CCOc1ccc(CNc2nnnn2C)cc1OC	4.8	-8.1	-6.1	7.7	0.9	0.0	-2.1	0.7	3.5	1.4
COc1ccc(S(=O)(=O)N2CCCCC2)cc1NC(=O)c1ccc(N2CCCC2=O)cc1	-6.3	-2.2	0.6	-15.5	13.0	-8.6	2.1	2.4	-5.5	-0.1
CC(C(=O)Nc1cccnc1)C1Sc2ccccc2NC1=O (stereo not drawn)	1.0	-0.8	-4.4	5.9	6.8	6.7	-3.8	-1.8	-8.1	-1.9
O=C(CCS(=O)(=O)c1ccc(Cl)cc1)Nc1ccc(F)cc1	3.7	-2.4	-5.5	9.6	-8.4	-4.4	11.2	1.6	-16.4	-5.5
CCCc1cc(=O)n2[nH]c(C(F)(F)F)nc2n1	2.5	0.2	-4.5	10.2	6.8	13.8	-4.9	0.0	4.2	-0.7
CN(Cc1ccco1)C(=O)C1CCC(=O)N1Cc1ccc(F)cc1 (stereo not drawn)	5.7	2.6	-0.8	2.7	-7.0	-3.3	8.7	-2.4	-0.1	-2.6
Cc1cc(Br)c(Oc2cc(NN3CCCCC3)c([N+](=O)[O-])cc2[N+](=O)[O-])c(Br)c1	-4.8	-2.7	5.1	6.5	-4.0	5.5	-4.2	-1.3	-6.1	-3.4
CC1=NN(c2ccccc2)C(=O)/C1=C/N(C)C	-0.4	-9.7	-2.0	9.8	4.5	0.8	8.6	1.1	-5.0	-3.8
CS(=O)(=O)N(CC(=O)N1CCOCC1)c1cc(C(F)(F)F)ccc1Cl	2.9	-4.6	1.7	-5.5	3.2	-3.4	4.8	2.7	-1.4	-1.9
COc1ccc(NC(=O)N2CCN(C(=O)C3CCCO3)CC2)cc1 (stereo not drawn)	1.9	-9.4	2.0	9.0	-4.1	6.9	-5.1	5.3	-5.0	-1.6
CCOc1ccc(NC(=O)N2CCN(C(=O)c3ccco3)CC2)cc1	1.1	-2.7	-0.5	11.3	-3.2	3.4	-4.5	-1.4	-5.0	1.4
O=C(CN1C(=O)C2C3CC(C(Br)C3Br)C2C1=O)N1CCOCC1 (stereo not drawn)	-2.1	1.4	4.8	11.2	-2.4	-4.6	-2.4	3.7	0.5	0.7
O=C(Nc1ccnn1C1CCN(Cc2cccc(O)c2)CC1)C1CCCC1	-3.0	-1.9	1.0	-5.4	1.5	-5.9	5.0	3.6	3.7	-3.8
CC(SC1=NCCS1)C(=O)Nc1nnc(-c2ccc(Cl)cc2)s1 (stereo not drawn)	9.7	-1.0	-0.8	5.2	0.5	-4.6	3.8	2.1	-6.8	-5.2
O=C(Nc1ccc2c(c1)CN(Cc1ccco1)CC2)C1CCCO1 (stereo not drawn)	-7.0	-22.1	-0.1	-3.1	4.2	-0.1	9.8	-10.3	0.4	-0.5

One compound at a time, as listed above. Order of values: DDE Tn6 FP inh, PLC-beta3 inh, DDE Tn7 FP inh, TDP2 inh, ARFGAP1 inhibitor, SIAE primary, ASAP1 GAP inh, PLCg1 inh, ADAM10 inh, ADAM17 inh
CC1=NN(c2ccccc2)C(=O)/C1=C/N(C)C in the list: -0.4, -9.7, -2.0, 9.8, 4.5, 0.8, 8.6, 1.1, -5.0, -3.8
O=C(Nc1ccc2c(c1)CN(Cc1ccco1)CC2)C1CCCO1 (stereo not drawn) in the list: -7.0, -22.1, -0.1, -3.1, 4.2, -0.1, 9.8, -10.3, 0.4, -0.5
CCOc1ccc(CNc2nnnn2C)cc1OC in the list: 4.8, -8.1, -6.1, 7.7, 0.9, 0.0, -2.1, 0.7, 3.5, 1.4
